PREPL inh: human PREPL enzyme inhibition; AID 2751; inhibition, % at 5.96 µM; recombinant PREPL, fluorescence polarization activity-based probe; 320,000 compounds, 0.68% hits; in the data active means inhibition above about 43%;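 further: 0% = enzyme with DMSO and 100% = wells lacking enzyme; many of its hits are not listed in these tables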
LYPLA2 counter: counter-screen for PME1 inhibitors: inhibitors of human LYPLA2. AID 2177. recombinant LYPLA2, FP-Rh probe fluorescence polarization. inhibition, % at 5.9 µM. 320,000 compounds, 0.38% hits;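 active means inhibition above the screen-wide mean plus 3 SD, limit set per campaign, cut at about 26% in these data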;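 further: 0% = LYPLA2 with DMSO and 100% = wells lacking LYPLA2 enzyme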
Target sequence (O95372 whole entry, looked up): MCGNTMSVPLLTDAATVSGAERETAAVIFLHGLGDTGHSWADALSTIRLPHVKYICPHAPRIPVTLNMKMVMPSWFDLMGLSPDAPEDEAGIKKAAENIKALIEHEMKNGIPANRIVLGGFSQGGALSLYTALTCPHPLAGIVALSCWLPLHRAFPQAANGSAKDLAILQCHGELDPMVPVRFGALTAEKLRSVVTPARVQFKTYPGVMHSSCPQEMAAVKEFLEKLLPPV
PAFAH2 inh: PAFAH2 (human) inhibition. Q99487. recombinant PAFAH2, FP-rhodamine activity probe, fluorescence polarization. inhibition, % at 3.39 µM. 340,000 compounds, 0.99% hits;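 active means inhibition above the mean over all tested compounds plus 3 SD, cut at about 30% in these data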;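 further: inhibitors block probe labeling of enzyme so polarization drops; 0% = enzyme with DMSO and 100% = wells lacking PAFAH2 protein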
GSTO1 counter: blocks human GSTO1 in RBBP9 counter-screen. inhibition, % at 5.96 µM. P78417. AID 1974. 300,000 compounds, 1.1% hits. recombinant GSTO1, activity-based probe fluorescence polarization;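 active means inhibition above the campaign mean inhibition plus 3 SD, cut at about 35% in these data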;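 further: 0% = GSTO1-1 with DMSO and 100% = wells lacking GSTO1-1 enzyme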
PAD4 inh: blocks human protein arginine deiminase 4. Q9UM07. recombinant PAD4, RCA probe fluorescence polarization. inhibition, % at 6.36 µM. 330,000 compounds, 0.41% hits. AID 485272;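 active means percent inhibition above a cutoff equal to the mean of all tested compounds plus 3 SD, cut at about 15% in these data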;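 further: 0% = PAD4 with RCA probe and DMSO and 100% = probe without PAD4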
ZTA counter: blocks Epstein-Barr virus ZTA, an EBNA-1 counter-screen; P03206; AID 2234; ZTA-DNA binding, fluorescence polarization; 320,000 compounds, 0.15% hits; inhibition, % at 11 µM; in the data active means inhibition above about 33%
Target sequence (P03206 whole entry, looked up): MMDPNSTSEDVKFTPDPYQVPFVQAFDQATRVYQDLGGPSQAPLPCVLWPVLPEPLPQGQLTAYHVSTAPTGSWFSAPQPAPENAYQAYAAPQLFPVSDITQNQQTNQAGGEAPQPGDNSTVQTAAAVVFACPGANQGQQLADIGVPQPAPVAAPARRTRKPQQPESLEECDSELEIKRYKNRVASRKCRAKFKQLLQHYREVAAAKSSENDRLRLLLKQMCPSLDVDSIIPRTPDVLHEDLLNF
LYPLA1 inh: counter-screen for PME1 inhibitors: inhibitors of human LYPLA1 | O75608 | 320,000 compounds, 0.16% hits | inhibition, % at 5.9 µM | recombinant LYPLA1, FP-Rh probe fluorescence polarization | AID 2174;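 active means inhibition above the mean of all tested compounds plus 3 SD, set per campaign, cut at about 14% in these data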;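 further: inhibitors block serine hydrolase probe labeling of LYPLA1 so polarization falls; 0% = enzyme with DMSO and 100% = wells lacking LYPLA1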
Target sequence (O75608 whole entry, looked up): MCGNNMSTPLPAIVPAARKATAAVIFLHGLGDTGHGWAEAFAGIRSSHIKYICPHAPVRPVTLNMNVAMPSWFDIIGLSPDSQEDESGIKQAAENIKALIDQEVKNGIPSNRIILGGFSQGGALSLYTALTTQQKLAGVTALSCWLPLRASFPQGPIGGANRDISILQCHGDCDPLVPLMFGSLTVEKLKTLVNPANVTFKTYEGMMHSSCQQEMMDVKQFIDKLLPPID
PAFAH1B3 inh: blocks human PAF acetylhydrolase 1B catalytic subunit 3. Q15102. recombinant PAFAH1B3, FP-rhodamine probe, fluorescence polarization. inhibition, % at 3.39 µM. 340,000 compounds, 0.28% hits. AID 492972;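 active means inhibition above the screen-wide average of all tested compounds plus 3 SD, cut at about 25% in these data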;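 further: 0% = enzyme with DMSO only and 100% = wells lacking PAFAH1B3 protein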
Target sequence (Q15102 whole entry, looked up): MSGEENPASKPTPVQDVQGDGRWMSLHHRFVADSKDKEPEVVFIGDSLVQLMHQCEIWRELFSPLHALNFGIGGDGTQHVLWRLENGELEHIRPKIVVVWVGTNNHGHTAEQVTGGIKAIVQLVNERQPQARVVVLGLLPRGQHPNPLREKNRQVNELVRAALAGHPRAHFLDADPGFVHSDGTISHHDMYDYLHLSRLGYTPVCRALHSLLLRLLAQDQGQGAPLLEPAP
EBNA-1 inh: blocks EBNA-1 binding to DNA | inhibition, % at 14.8 µM | EBNA-1 DNA binding, fluorescence polarization | 300,000 compounds, 0.34% hits; in the data active means inhibition above about 28%
Active calls of the source: *. Some of the compounds tested (hit frequency here may not be typical).

SMILES	PREPL inh	LYPLA2 counter	PAFAH2 inh	GSTO1 counter	PAD4 inh	ZTA counter	LYPLA1 inh	PAFAH1B3 inh	EBNA-1 inh
CC12CN3CC(C)(CN(C1)C3c1ccc([N+](=O)[O-])o1)C2=O (configuration not stated)	-1	11	3	2	0	-6	5	7	3
NC(=O)CC(NC(=O)c1cccc(Br)c1)c1ccc(N2CCC(Br)CC2)c([N+](=O)[O-])c1 (configuration not stated)	1	6	-8	-1	1	-10	-1	2	-10
CC1(C)CC(NC(=O)c2sc3cc(Cl)ccc3c2Cl)CC(C)(C)N1	-33	-3	2	0	3	6	-4	-6	4
CCOC(=O)c1sc(=NC(=O)c2ccc(C)cc2)n(C)c1C	3	6	-3	10	-2	-7	-2	6	3
COc1ccc(S(=O)(=O)N2CCOCC2)cc1NC(=O)Cn1nnc2ccccc2c1=O	-2	5	5	-5	-6	5	-1	6	-7
O=C(NCCc1ccccc1)C(=O)N/N=C/c1ccc2c(c1)OCO2	14	3	3	3	-1	-29	5	-2	-7
N#Cc1ccc(OCC(=O)N2CCN(S(=O)(=O)c3cccs3)CC2)cc1	13	7	7	15	0	-10	4	-5	7
COc1cc(/C=C/C(=O)OCC(=O)NC(=O)NC(C)C)cc(S(=O)(=O)N2CCc3ccccc32)c1OC	-2	-7	15	11	2	-11	-12	4	5
CC1CC(C)CN(c2ncnc3c2cnn3-c2ccc(Cl)cc2)C1 (configuration not stated)	6	0	-2	7	0	6	2	-10	-2
CCCCn1c(N)c(N(CC)C(=O)CSCc2ccc(C)cc2)c(=O)[nH]c1=O	18	-5	2	-3	1	-2	-1	-2	11
CC(C)CC(COCc1ccc([N+](=O)[O-])cc1)N1CCN(C(=O)c2ccc(C(F)(F)F)cc2)CCC1=O (configuration not stated)	12	0	4	-4	0	10	-1	8	1
N#Cc1c(F)cccc1NCCCn1ccnc1	2	1	0	6	4	7	0	4	8
Cc1ccc(-c2csc(NC(=S)NC(=O)c3cc4ccccc4o3)n2)cc1	-1	1	-5	6	-1	1	-6	2	-5
NC1=NC2(CCCCCC2)n2c(nc3ccccc32)N1	11	6	-2	-3	-5	13	-1	10	13
COc1cc(OC)c(OC)cc1/C=N/NC(=O)c1ccc(CSc2nc(C)cc(C)n2)cc1	0	6	-3	-2	2	-3	1	5	0
COC(=O)c1ccc(OC(=O)c2cccnc2)cc1	2	-3	0	-1	-1	11	-1	10	-4
CCCCCc1ccc(C(=O)CCCC)c(=S)[nH]1	1	-4	12	-49	-3	7	-2	2	0
Cc1ccc(C)c(N2CCN(S(=O)(=O)c3ccc4c(c3)OCCO4)CC2)c1	-11	8	-1	12	0	3	4	-2	-8
COc1ccc(C(=O)NC(=S)Nc2ccccc2[N+](=O)[O-])cc1OC	0	2	0	0	0	-4	-2	2	-2
COc1ccc(-n2ncc3c2CC(C)(C)CC3NC(=O)c2oc(C)cc2C)cc1 (configuration not stated)	1	2	0	-6	-4	-4	-2	4	1
COc1cc(C(=O)NC(C)c2cccc3ccccc23)cc(OC)c1OC (configuration not stated)	-13	-5	-1	3	-4	-11	-1	8	8
COc1ccccc1C(=O)n1nc(-c2ccccc2)nc1NCc1ccco1	0	-4	-5	8	0	12	-1	6	3
COc1nc(-c2ccccc2)cc(-c2ccccc2)n1	4	0	5	-1	-8	2	-2	4	0
Nc1nonc1-n1nnc(C(=O)N/N=C/c2cccc(Cl)c2)c1CN1CCCC1	3	0	6	6	0	18	-3	3	14

Rewritten as labelled records: entries from further up.
> Cc1ccc(-c2csc(NC(=S)NC(=O)c3cc4ccccc4o3)n2)cc1
- PREPL inh: -1
- LYPLA2 counter: 1
- PAFAH2 inh: -5
- GSTO1 counter: 6
- PAD4 inh: -1
- ZTA counter: 1
- LYPLA1 inh: -6
- PAFAH1B3 inh: 2
- EBNA-1 inh: -5
> NC1=NC2(CCCCCC2)n2c(nc3ccccc32)N1
- PREPL inh: 11
- LYPLA2 counter: 6
- PAFAH2 inh: -2
- GSTO1 counter: -3
- PAD4 inh: -5
- ZTA counter: 13
- LYPLA1 inh: -1
- PAFAH1B3 inh: 10
- EBNA-1 inh: 13

Remaining list, next part
SMILES	PREPL inh	LYPLA2 counter	PAFAH2 inh	GSTO1 counter	PAD4 inh	ZTA counter	LYPLA1 inh	PAFAH1B3 inh	EBNA-1 inh
COc1ccc(C2=NS(=O)(=O)N(C)C(C(=O)Nc3ccc(C(C)=O)cc3)=C2)cc1OC	1	4	-7	-2	-1	-3	1	5	1
Cc1nc2c(-c3ccc(F)cc3)c(C)nn2c(C)c1CCC(=O)Nc1ccccc1F	2	4	-1	-1	-4	-8	5	-1	-3
COCCN(C(=O)CSc1nnc(-c2cccc(OC)c2)n1C)c1c(N)n(Cc2ccccc2)c(=O)[nH]c1=O	-10	2	-5	6	1	-2	1	1	-13
Cc1ccc(/C=C2/Sc3ccc(C(=O)NCCN4CCOCC4)cc3NC2=O)cc1	16	10	-1	-44	3	-5	-1	10	3
C=CCOc1ccc(/C=N/NC(C)=O)cc1OCC	1	-7	0	5	-1	5	-3	8	3
CCOC(=O)N1CCN(C(=O)/C=C/c2ccc3c(c2)OCO3)CC1	4	2	2	1	-6	3	1	2	4
Cc1nonc1NC(=O)CSc1nc(CCC2CCCC2)nc2ccccc12	-2	-3	6	-25	0	-19	-4	2	-24
C[C@H]1CN=C(N(C)C)N1CCCC1CCCC1	15	0	6	3	1	-18	-3	11	-4
Cn1cccc1CC(=O)N/N=C/c1cc([N+](=O)[O-])ccc1Cl	11	-7	1	-2	2	1	-6	0	-11
COc1ccc(-c2nnc(NC(=O)c3ccc4c(c3)OCCO4)o2)cc1	15	10	6	2	1	-3	9	10	6
CC(C)(CO)NC(=O)c1ccc2nc(Cc3cccc(Cl)c3)oc2c1	-1	1	-10	-2	-2	10	-1	5	0
COc1nn(CC(=O)N2N=C(C)CC2(O)C(F)(F)F)cc1[N+](=O)[O-] (configuration not stated)	6	-2	3	6	0	6	-7	6	17

A draw from above in order of length of the SMILES, rising:
SMILES	PREPL inh	LYPLA2 counter	PAFAH2 inh	GSTO1 counter	PAD4 inh	ZTA counter	LYPLA1 inh	PAFAH1B3 inh	EBNA-1 inh
C=CCOc1ccc(/C=N/NC(C)=O)cc1OCC	1	-7	0	5	-1	5	-3	8	3
COc1nc(-c2ccccc2)cc(-c2ccccc2)n1	4	0	5	-1	-8	2	-2	4	0
Cc1nonc1NC(=O)CSc1nc(CCC2CCCC2)nc2ccccc12	-2	-3	6	-25	0	-19	-4	2	-24
COc1cc(C(=O)NC(C)c2cccc3ccccc23)cc(OC)c1OC (configuration not stated)	-13	-5	-1	3	-4	-11	-1	8	8
CCOC(=O)N1CCN(C(=O)/C=C/c2ccc3c(c2)OCO3)CC1	4	2	2	1	-6	3	1	2	4
COc1ccc(-c2nnc(NC(=O)c3ccc4c(c3)OCCO4)o2)cc1	15	10	6	2	1	-3	9	10	6
COc1ccc(C(=O)NC(=S)Nc2ccccc2[N+](=O)[O-])cc1OC	0	2	0	0	0	-4	-2	2	-2
Cc1ccc(/C=C2/Sc3ccc(C(=O)NCCN4CCOCC4)cc3NC2=O)cc1	16	10	-1	-44	3	-5	-1	10	3
Cc1nc2c(-c3ccc(F)cc3)c(C)nn2c(C)c1CCC(=O)Nc1ccccc1F	2	4	-1	-1	-4	-8	5	-1	-3
COc1ccc(C2=NS(=O)(=O)N(C)C(C(=O)Nc3ccc(C(C)=O)cc3)=C2)cc1OC	1	4	-7	-2	-1	-3	1	5	1
COCCN(C(=O)CSc1nnc(-c2cccc(OC)c2)n1C)c1c(N)n(Cc2ccccc2)c(=O)[nH]c1=O	-10	2	-5	6	1	-2	1	1	-13

The list continues.
SMILES	PREPL inh	LYPLA2 counter	PAFAH2 inh	GSTO1 counter	PAD4 inh	ZTA counter	LYPLA1 inh	PAFAH1B3 inh	EBNA-1 inh
CC1CN(C(=O)CCC(=O)NCc2ccccc2)c2ccccc2O1 (configuration not stated)	17	0	-6	8	3	1	-2	3	-6
COc1ccc(CCNC(=O)CSCc2n[nH]c(=O)[nH]2)cc1OC	0	-1	4	-2	3	9	0	11	2
Cc1cc(C)cc(OCc2ccc(C(=O)N3N=C(C(F)F)CC3(O)C(F)F)o2)c1 (configuration not stated)	2	1	-5	6	0	-1	0	1	4
COc1ccc(-c2coc3cc(O)cc(O)c3c2=O)cc1OC	4	8	-3	-1	2	-6	3	9	4
Cc1cccc(C(=O)N2CCCC(Nc3ccc(C(C)C)cc3)C2)n1 (configuration not stated)	15	-3	3	2	0	-6	3	5	-6
CCOC(=O)N1CCN(C(=O)c2cnn3c(C(F)(F)F)cc(-c4cccs4)nc23)CC1	8	1	-2	2	0	-2	-1	2	-5
CC(C)(C)c1ccc(OCc2ccc(C(=O)Nc3cccnc3)o2)cc1	-8	-12	-7	-10	-3	6	-11	-6	-1
Nc1ncc([N+](=O)[O-])c(N2CCCCCC2)n1	-1	1	8	1	1	12	-3	2	-15
CCOc1ccc(CCNC(=O)COC(=O)Cc2ccc(F)cc2)cc1OCC	11	1	6	-4	-1	10	-2	3	-1
O=C(N/N=C/C(Br)=C\c1ccccc1)c1n[nH]c2c1CCC2	14	-10	1	1	2	1	-13	-4	0
Cc1cccc(NC(=O)c2ccccc2NC(=O)CCC(=O)O)c1	5	-1	0	2	2	3	4	8	11
O=C(O)C1CC=CCC1C(=O)N1CCCC1 (configuration not stated)	7	4	3	4	0	-12	-3	9	6
O=C(O)CCC(=O)Nc1ccc(-c2nc3ccc(C(=O)c4ccccc4)cc3[nH]2)cc1	27	2	5	-49	-3	-19	-8	-104	-13
CCSc1nc(O)cc(=O)n1CC	17	1	5	3	-2	2	-2	12	6
CCOc1ccc(N2C(=O)CC(N3CCOCC3)C2=O)cc1 (configuration not stated)	6	-2	-5	3	-7	-4	-2	3	6
COc1ccc(C2(C(=O)Nc3c(C)n(C)n(-c4ccccc4)c3=O)CCCC2)cc1OC	-4	-2	3	1	-1	-10	2	3	-1
O=C(Nc1ccccc1)c1ccc(S(=O)(=O)N(CCO)CCO)cc1	-2	-6	-6	6	-2	5	0	3	6
CNS(=O)(=O)c1cccc(C(=O)OCC(=O)Nc2ccccc2F)c1	17	6	24	-1	-1	-17	0	-1	-10
COc1ccc(C(CNC(=O)C(C)c2ccc3cc(OC)ccc3c2)N(C)C)cc1 (configuration not stated)	16	1	8	1	1	-2	4	-3	-7
CC(Oc1ccccc1)C(=O)Nc1ccccc1F (configuration not stated)	-12	0	3	4	2	2	-8	6	2
O=C(O)CCc1ccc(-c2ccc(F)cc2)n1NC(=O)c1ccco1	8	9	-2	-1	-3	-23	1	7	-8
O=C(NCCCNC(=O)c1ccco1)c1ccc(Cl)c(Cl)c1	-7	-4	-11	4	0	-5	3	3	4
O=C(CCNC(=O)C1CCN(S(=O)(=O)c2ccc(F)cc2)CC1)NCCc1ccc(Cl)cc1	27	10	0	1	-2	2	7	6	7
COc1ccc(CSc2nc(C)cc(=O)[nH]2)cc1	-2	-1	1	-10	0	4	3	0	5

Screening results (PubChem BioAssay)
